# Screening results deposited in PubChem BioAssay by National Center for Advancing Translational Sciences (NCATS).
# DRD3 antagonist – qHTS of D3 Dopamine Receptor Antagonist: qHTS; D(3) dopamine receptor (Homo sapiens), P35462; D3R cells, DiscoveRx beta-arrestin luminescence, antagonist mode; stronger effect = lower value; max response, negative = inhibition, %; actives 2.5% (n = 360,000); AID 652054, 2013; in the data active = max response below about -50%; inconclusive = no clear call, values can overlap the other calls; note: % is set by controls: 0 for no effect and ±100 for the full control effect; mostly tested at two doses, the higher about 12 µM
#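 Cells expressing the human receptor were seeded at 1500 cells/well, incubated overnight at 37 degrees C in 5% CO2, then exposed to library compounds with dopamine controls for 90 minutes at 37 degrees C before luminescent detection.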
# KB-V1 cytotox – qHTS assay for MDR1-selective chemotherapeutics: Primary screen using the drug-selected MDR subline cells KB-V1. KB-V1 MDR cells viability, CellTiter-Glo, 72 h. Potency, µM (highest dose often 46.1 µM), inactives show at the top dose activity change, negative = cytotoxicity, hits mostly cytotoxic. actives 3.4% (n = 400,000). AID 1347076, 2019; note: potency is the fitted concentration of half-maximal effect; % is set by controls: 0 for no effect and ±100 for the full control effect; nearly all actives have a fitted effect of over 60% in size
#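 qHTS viability screen in drug-selected KB-V1 MDR cells: 72 h compound treatment at 37 degrees C, ATP luminescence end point.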
# PTHR1 agonist – qHTS for PTHR1 Agonists: Primary Screen; Potency, µM (titrated, usually from 115 µM), without a hit: at the top dose activation, most hits filed as activators; HEK293 GP2 PTHR1 cells, GloSensor cAMP luminescence, 1 h; actives 0.075% (n = 410,000); note: potency is the fitted concentration of half-maximal effect; nearly all actives have a fitted effect of over 55% in size; some results filed as inactive show a strong effect at the top dose; inactives centre near -15; many of its hits are not listed in these tables
# Target sequence (Q03431 whole entry, looked up): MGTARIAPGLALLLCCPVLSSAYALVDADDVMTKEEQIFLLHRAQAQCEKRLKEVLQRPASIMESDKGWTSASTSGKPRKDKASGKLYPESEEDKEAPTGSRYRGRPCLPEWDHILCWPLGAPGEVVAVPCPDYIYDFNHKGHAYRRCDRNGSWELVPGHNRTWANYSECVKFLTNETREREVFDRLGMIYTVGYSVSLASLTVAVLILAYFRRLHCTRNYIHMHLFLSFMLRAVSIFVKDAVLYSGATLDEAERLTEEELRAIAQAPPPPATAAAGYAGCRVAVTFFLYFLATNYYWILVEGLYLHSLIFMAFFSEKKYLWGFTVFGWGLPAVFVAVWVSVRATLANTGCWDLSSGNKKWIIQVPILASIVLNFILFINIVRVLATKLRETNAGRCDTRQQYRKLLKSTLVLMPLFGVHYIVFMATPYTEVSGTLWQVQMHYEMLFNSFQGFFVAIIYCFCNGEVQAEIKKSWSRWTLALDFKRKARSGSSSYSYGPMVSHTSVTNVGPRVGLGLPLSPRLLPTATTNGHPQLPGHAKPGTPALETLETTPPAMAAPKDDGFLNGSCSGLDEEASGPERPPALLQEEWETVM
#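 HEK-293-derived GP2 cells expressing PTHR1 and a GloSensor cAMP reporter, 3,000/well, plated overnight, given luciferin plus IBMX (each 0.5 mM as added) for 1 h at 37 °C, then compound for 1 h at 37 °C. Luminescence was read after 15 min at room temperature.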
# aSyn rescue – qHTS of alpha-syn Inhibitors; Yeast expressing alpha-synuclein, growth rescue, BacTiter-Glo, 24 h; Potency, µM (series often up to 46.1 µM), inactives show at the highest dose growth rescue (activation), hits mostly activators; actives 0.14% (n = 370,000); AID 652106, 2013; note: potency is the fitted concentration of half-maximal effect; % of control where 0% means no effect; nearly all actives have a fitted effect of over 65% in size
#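 Galactose-induced alpha-syn yeast (OD600=0.02, raffinose-pregrown) + pinned cpd, 24 hr, 30 deg C; growth by BacTiter-Glo luminescence. Growth restoration scores as activation.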
# GLP-1R inv ag – qHTS of GLP-1 Receptor Inverse Agonists (Inhibition Mode); Glucagon-like peptide 1 receptor (Homo sapiens), P43220; HEK293 GLP-1R CRE-luciferase, luminescence, 24 h; GLP-1R form is constitutively active; Potency, µM (highest dose often 38.3 µM), inactives show at the top dose activity change, negative = inhibition, most hits filed as inhibitors; actives 1.6% (n = 410,000); AID 624417, 2012; note: potency is the fitted concentration of half-maximal effect; % is set by controls: 0 for no effect and ±100 for the full control effect; nearly all actives have a fitted effect of over 55% in size
# Target sequence (P43220 whole entry, looked up): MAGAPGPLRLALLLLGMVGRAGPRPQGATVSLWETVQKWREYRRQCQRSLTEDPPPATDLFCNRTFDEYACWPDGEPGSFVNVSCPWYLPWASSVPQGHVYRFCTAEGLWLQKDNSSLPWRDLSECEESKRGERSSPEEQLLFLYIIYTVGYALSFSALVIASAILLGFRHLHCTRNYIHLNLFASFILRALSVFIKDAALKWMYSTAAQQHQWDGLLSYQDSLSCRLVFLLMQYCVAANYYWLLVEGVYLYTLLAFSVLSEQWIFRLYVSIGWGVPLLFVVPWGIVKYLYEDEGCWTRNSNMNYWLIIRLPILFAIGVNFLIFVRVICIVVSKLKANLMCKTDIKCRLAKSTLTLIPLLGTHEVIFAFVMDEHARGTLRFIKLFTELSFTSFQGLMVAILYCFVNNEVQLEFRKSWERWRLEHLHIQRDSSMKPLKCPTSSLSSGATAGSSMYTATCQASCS
#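 Readout was luciferase luminescence, measured 12 min after detection reagent at room temperature. Beforehand, GLP-1R reporter HEK293 cells had sat 12 h, then received compounds for 24 hr at 37 deg C.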
# GLP-1R agonist – qHTS of GLP-1 Receptor Agonists | HEK293 GLP-1R CRE-luciferase, luminescence, 4-6 h; cells express a hypersensitive GLP-1R form | Potency, µM (top dose mostly 45.6 µM), for inactives: top-dose activation, most hits filed as activators | actives 0.007% (n = 380,000); note: potency is the fitted concentration of half-maximal effect; % of control where 0% means no effect
# TDP-43 yeast inh – qHTS of TDP-43 Inhibitors; Potency, µM (series often up to 46.1 µM), for the others: at the highest dose growth rescue (activation), actives largely listed as activators; AID 652104, 2013; TDP-43 expressing yeast growth rescue, BacTiter-Glo, 24 h; actives 1.8% (n = 410,000); note: potency is the fitted concentration of half-maximal effect; % of control where 0% means no effect; nearly all actives have a fitted effect of over 50% in size
#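 Galactose-induced TDP-43 yeast, OD600=0.02, compound pinned; 24 hr, 30 deg C; BacTiter-Glo luminescence for growth. Inhibitors of TDP-43 toxicity read as activators.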
# HEK293 tox – qHTS of GLP-1 Receptor Inverse Agonists: Cytotox Screen; HEK293 cAMP-luciferase reporter cells, luminescence, 24 h; Potency, µM (doses to about 38.3 µM), for inactives: at the highest dose activity change, negative = inhibition, hits mostly inhibitors; actives 0.13% (n = 410,000); AID 624418, 2012;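 note: loss of luciferase light is scored as toxicity; potency is the fitted concentration of half-maximal effect; % is set by controls: 0 for no effect and ±100 for the full control effect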
#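 Here, cytotoxicity is scored as loss of luminescence. The MLSMR collection was tested on cells seeded in medium containing 10% Nu serum, with a 24 hr compound exposure preceded by 12 hours of culture.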
# D3 ag – qHTS of D3 Dopamine Receptor Agonist: qHTS; D3R DiscoveRx beta-arrestin cells, luminescence, 90 min; actives 0.58% (n = 410,000); D(3) dopamine receptor (Homo sapiens), P35462; max activation, %; in the data active = max activation above about 30%; note: 0% is about no effect; mostly tested at two doses, the higher about 12 µM
#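 Agonist mode: compounds and dopamine controls were applied to plated cells for 90 min at 37 degrees C after an overnight attachment at 1500 cells/well. Luminescent read-out followed 30 - 60 minutes at room temperature with DiscoveRx detection reagent.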
# * = called active by the depositor; i = inactive; ? = inconclusive; . = not tested or not shown; [ ] = remark or other dose. Unless noted, calls come from the whole dose curve; as a rule, active = well fitted curve in the direction sought with a large enough effect; inconclusive = small, poorly fitted or top-dose-only effect, or another doubt; inactive = no such curve, though single readings can be large; an effect the other way counts as inactive or inconclusive. Not all compounds are listed (hit frequency here may not be typical).
SMILES,DRD3 antagonist,KB-V1 cytotox,PTHR1 agonist,aSyn rescue,GLP-1R inv ag,GLP-1R agonist,TDP-43 yeast inh,HEK293 tox,D3 ag
CCc1ccccc1Oc1nc(NC(C)C)nc2ccsc12,22,5%,?,-16%,?,15%,20µM*,3%,-8
Cc1cccc(NC(=O)COC(=O)Cc2c[nH]c3ccccc23)c1C,-14,-2%,i,2%,-2%,0%,15%,2%,-3
Cc1cccc(-n2ncc(C(=O)N3CCC(C)CC3)c2C2CCN(C(=O)OC(C)(C)C)CC2)c1,.,6%,-11%,.,3%,.,-11%,-1%,-2
Cc1ccc(NS(=O)(=O)c2ccc(C(=O)N3CCCC(C(F)(F)F)C3)cc2)cc1 (stereo not given),2,?,-25%,4%,-22%,-2%,5%,5%,4
Cc1ccc(C)c(S(=O)(=O)N2CCCCC2CCNC(=O)C(=O)NC2CCCC2)c1 (stereo not given),-14,?,-24%,-1%,?,12%,-1%,-3%,-32
COc1ccc(C2NC(=O)NC3=C2C(=O)CCC3)cc1 (stereo not given),6,19%,i,-3%,2%,1%,-29%,-1%,1
Cc1ccc2[nH]cc(/C=C/c3cc[n+](C)cc3)c2c1,-5,-4%,-9%,-3%,?,-2%,-24%,98%[activator],3
COc1cc2nc(NCCc3ccccc3)n3nc(-c4cccnc4)nc3c2cc1OC,.,.,13%,.,12%,.,9%,-7%,-20
COc1ccc(-c2nn(-c3ccccc3)cc2/C=C(\C#N)S(=O)(=O)c2ccccc2)cc1OC,2,-28%,-17%,-1%,8%,0%,11%,-1%,3
CCOc1ccccc1NC(=O)CN1C(=O)COc2ccc(S(=O)(=O)N3CCCCCC3)cc21,.,.,i,.,2%,.,28%,-10%,-5
Cc1ccc(-c2noc(CCC(=O)NCc3ccccc3CN3CCOCC3)n2)cc1,36,-1%,i,-6%,-30%,-4%,-34%[inhibitor],-4%,6
Cn1c(=O)c2cc(NC(=S)NC3CC3)ccc2n1C/C=C/c1ccccc1,14,2%,-19%,0%,20%,15%,3%,0%,2
CCC(OC(=O)c1cccs1)C(=O)NCc1ccco1 (stereo not given),-22,8%,i,-5%,-11%,-9%,-10%,-4%,-7
CCOc1ccc(CCNC(=O)C2CCN(S(=O)(=O)CC)CC2)cc1OCC,-28,-11%,-7%[57.5 µM],-4%,6%,0%,-28%,3%,-6
CN(N)C(=S)Nc1ccc(F)cc1,-13,9%,-9%,0%,14%,3%,2%,7%,37*
O=P(c1ccccc1)(c1ccccc1)C1CCCO1 (stereo not given),3,0%,-9%,-2%,-22%,-3%,0%,-11%,-9
O=C(COC(=O)c1ccccc1S(=O)(=O)N1CCCCC1)NCC(F)(F)F,6,-3%,i,-6%,-12%,2%,5%,19%,5
O=S(=O)(CCN1CCN(c2ccccc2O)CC1)c1cc(Cl)ccc1Cl,-2,-6%,-1%,-4%,?,-5%,23%,?,0
COc1ccc(CC(N)c2csc(NC(=O)Nc3ccccc3C(C)(C)C)n2)cc1 (stereo not given),7,1%,i,4%,?,-4%,14%,4%,3
COc1cc(C(=O)O)ccc1OCc1c(C)noc1C,9,8%,i,3%,-1%,-8%,10%,9%,4
Cc1cc(C)c(C#N)c(SCCS(=O)(=O)Cc2ccc(Cl)cc2)n1,6,0%,-2%[57.5 µM],0%,10%,5%,-5%,-3%,2
Cc1cc(C)nc(SCC(=O)Nc2ccc(S(=O)(=O)NC(C)(C)C)cc2)n1,16,21µM*,i,7%,71%[activator],6%,-14%,1%,1
Cc1ccc(CNC(=O)c2ccc(N3CCC4(CC3)CC(c3ccccc3)=NO4)c(N)c2)cc1,36,0%,-23%,3%,13%,3%,-3%,-23%,34*
COc1ccc(OCCCC(=O)Nc2ccc3c(c2)OCCO3)cc1,-8,?,-6%,8%,14%,-2%,-12%,12%,6
O=C(CSc1nnc(NC(=O)c2ccc(F)cc2)s1)NC1CC1,3,2%,-1%,-7%,-7%,15%,-5%,-2%,0
O=S(=O)(NCCn1ccc2ccccc21)c1ccccc1,?,-8%,-16%,0%,?,1%,0%,-9%,0
O=C(O)CC(NC(=O)Cc1ccc(Cl)cc1)c1ccco1 (stereo not given),-17,-9%,23%,-1%,1%,2%,-22%[9.22 µM],7%,-6
CSc1ccc(-c2nc3cnccn3c2Nc2ccc3c(c2)OCO3)cc1,0,23µM*,-6%,14%,?,-2%,25µM*,-5%,3
COc1ccc(CNC(=O)CCC2N=C3c4ccccc4N=C(SCC(=O)NCCc4ccc(OC)c(OC)c4)N3C2=O)cc1 (stereo not given),.,?,-20%,.,9%,.,6%,13%,3
COc1ccccc1N1CCN(CC(=O)N2CCCC2)CC1,-14,-1%,i,-1%,-2%,0%,1%,2%,-9
Cc1ccc(Cn2c(CNS(=O)(=O)c3c(C)cc(C)cc3C)nc3cccnc32)cc1,.,.,-16%,.,?,.,10%,-10%,-11
CCOc1ccccc1NC(=O)CCn1c(=O)oc2ccccc21,-30,12%,i,5%,-12%,-4%,?,-4%,5
CC1(C)C2CCC1(C)C(NC1=NCCC1)C2 (stereo not given),0,8%,?,-1%,?,0%,-9%,-3%,-1
CN(C(=O)CSc1nc2ccc(NC(=O)c3ccccc3F)cc2s1)c1ccccc1,.,-31%,-16%,.,13%,.,?,4%,-1
COc1cc2ccccc2cc1C(=O)NC1CCC(C)CC1 (stereo not given),-5,?,-20%,-5%[1.84 µM],10µM*,?,23%,-9%,10
Cc1cc2cc(CNC(=O)Nc3ccccc3)ccc2[nH]1,-7,1%,-66%[inhibitor],1%,?,4%,-19%,-16%,-5
O=C(Nc1nnc(C2CC2)s1)c1cc(-c2ccccc2)nn1-c1ccccc1,-6,-23%,-20%,?,-23%,-16%,14%,-6%,1
CN(C)Cc1ccccc1Sc1ccccc1Br,-9,6%,i,-3%,3%,-4%,10%,2%,-2
CCOC(=O)C1(C(=O)OCC)C(C(=O)c2ccccc2)C1c1ccccc1 (stereo not given),2,14%,-11%,-10%,?,17%,-10%,16%,0
O=C(NCC1(c2ccccc2)CCCC1)c1ccco1,-7,6%,-6%,-1%,?,10%,-13%[9.22 µM],0%,1
CCOc1ccc(N(Cc2ccc(OC)c(OC)c2)C(=O)c2ccco2)cc1,-8,-20%,-11%,-1%,?,-1%,13%,-1%,-1
O=C(NCc1ccccc1Cl)C1CCN(S(=O)(=O)N2CCCCC2)CC1,4,-21%,-3%[57.5 µM],-1%,0%,-7%,2%,6%,3
CC(C)(C)C1CCc2c(sc(NC(=O)C3CCCO3)c2C(N)=O)C1 (stereo not given),19,0%,-9%[57.5 µM],-1%,?,27%,?,?,-1
COc1ccccc1Nc1ncnc2c1nc1n2CCCC1,.,.,3%,.,6%,.,16%,-15%,12
COc1cc(/C=C/C2=NNC(=O)CC2)cc(OC)c1OC,4,?,-21%,8%,82%[activator],21%,-8%,0%,-6
Cc1ccc(Nc2nc(-c3ccc(S(=O)(=O)N4CCOCC4)cc3)cs2)cc1,17,?,-39%[inhibitor][57.5 µM],3%,0%,-10%,-5%,-11%,-8
Cc1ccccc1C(=O)NCCCNC(=O)c1cnccn1,3,1%,i,2%,-10%,4%,5%,4%,-5
CC(=O)Nc1ccccc1-c1nc2ccccc2n(C(C)C(=O)Nc2cc(Cl)ccc2C)c1=O (stereo not given),.,-4%,i,.,-5%,.,12%,-8%,-14
Cn1nnnc1SCc1cccc2ccccc12,7,-24%,0%,11%,-6%,2%,?,18%,5

# Entries shown so far that have an aryl thioether with sulfur outside any ring (7):
SMILES,DRD3 antagonist,KB-V1 cytotox,PTHR1 agonist,aSyn rescue,GLP-1R inv ag,GLP-1R agonist,TDP-43 yeast inh,HEK293 tox,D3 ag
Cc1cc(C)c(C#N)c(SCCS(=O)(=O)Cc2ccc(Cl)cc2)n1,6,0%,-2%[57.5 µM],0%,10%,5%,-5%,-3%,2
Cc1cc(C)nc(SCC(=O)Nc2ccc(S(=O)(=O)NC(C)(C)C)cc2)n1,16,21µM*,i,7%,71%[activator],6%,-14%,1%,1
O=C(CSc1nnc(NC(=O)c2ccc(F)cc2)s1)NC1CC1,3,2%,-1%,-7%,-7%,15%,-5%,-2%,0
CSc1ccc(-c2nc3cnccn3c2Nc2ccc3c(c2)OCO3)cc1,0,23µM*,-6%,14%,?,-2%,25µM*,-5%,3
CN(C(=O)CSc1nc2ccc(NC(=O)c3ccccc3F)cc2s1)c1ccccc1,.,-31%,-16%,.,13%,.,?,4%,-1
CN(C)Cc1ccccc1Sc1ccccc1Br,-9,6%,i,-3%,3%,-4%,10%,2%,-2
Cn1nnnc1SCc1cccc2ccccc12,7,-24%,0%,11%,-6%,2%,?,18%,5
